Screening results as filed in PubChem BioAssay.
UPR CHOP act: apoptotic UPR (CHOP) activation; CHO-CHOP luciferase reporter, luminescence; percent of tunicamycin response over DMSO baseline; activation, % at 10 µM; hit rate 0.34% among 330,000; AID 449763;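 active = at 10 µM dose, activation of 40% or more, normalized to positive control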;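 note: 100% = tunicamycin at 10 µg/mL and 0% = DMSO alone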
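assay system = CHO CHOP reporter cells | amount = 500 CHO-CHOP cells per well | buffer or medium = F12 with 10% FBS | incubation = 16-18 h cell attachment, then 6 h compound exposure, 37 °C | detection = luminescence read with Steady-Glo | read-out = percent activation relative to tunicamycin control | controls = tunicamycin high control, DMSO low control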
tim10-1 inh: inhibits growth of tim10-1 mutant yeast | S. cerevisiae tim10-1 ts strain growth, BacTiter-Glo, 24 h | inhibition, % at 20 µM | AID 463190 | hit rate 2.2% among 330,000;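 active = inhibition of at least 40%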;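 note: mutant grown at 25 °C; 0% = DMSO wells with yeast and 100% = wells holding no yeast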
APJ antag: APJ receptor antagonism. P35414. CHO-K1 APJ beta-arrestin complementation, luminescence. inhibition, % at 20 µM. hit rate 0.32% among 330,000. AID 2521;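 active = inhibition above about 40% at 20 µM, limit read from the data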;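 note: cells challenged with 10 nM apelin-13 agonist together with compound; plate controls were apelin-13 plus DMSO wells for no effect and DMSO wells lacking apelin-13 for full effect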
Target sequence (P35414 whole entry, looked up): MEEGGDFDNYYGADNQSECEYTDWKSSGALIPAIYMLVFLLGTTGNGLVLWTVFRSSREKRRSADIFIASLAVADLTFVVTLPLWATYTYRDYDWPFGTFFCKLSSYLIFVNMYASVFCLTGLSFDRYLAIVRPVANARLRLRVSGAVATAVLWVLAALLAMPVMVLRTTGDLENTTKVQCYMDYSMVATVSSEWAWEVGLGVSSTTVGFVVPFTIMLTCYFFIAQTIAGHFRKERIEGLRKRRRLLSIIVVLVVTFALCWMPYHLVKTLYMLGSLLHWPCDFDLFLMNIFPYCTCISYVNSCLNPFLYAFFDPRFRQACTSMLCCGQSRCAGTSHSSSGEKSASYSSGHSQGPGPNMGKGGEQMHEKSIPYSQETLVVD
XBP1 UPR activ: adaptive UPR (XBP1) activation | activation, % at 20 µM | hit rate 0.33% among 330,000 | CHO-XBP1 luciferase reporter, IRE1-XBP1 UPR activation, luminescence; percent of tunicamycin response, DMSO as zero | AID 463104;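 active = versus positive control, 20 µM dose yields 30% or more activation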;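 note: 100% = tunicamycin at 10 µg/mL and 0% = DMSO only wells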
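Material: CHO-XBP1 cells stably carrying IRE1-XBP1-driven luciferase reporter | Medium: F12 with 10% serum | Compound dosing: 20 µM single concentration, DMSO 1% | Incubation: Overnight seeding at 37 °C, 6 h compound treatment at 37 °C | Detection: Steady-Glo luminescence read | Read-out basis: % activation of reporter signal versus tunicamycin and DMSO controls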
Mdm2 MdmX PPI: disrupts the human Mdm2-MdmX interaction | AID 485346 | inhibition, % at 8 µM | SaOS-2 split-luciferase Mdm2/MdmX complementation, luminescence | hit rate 3% among 330,000 | O15151+Q00987;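 active = inhibition of at least 50% at 8 µM in the primary screen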
CXCR6 inh: CXCR6 (human) receptor inhibition | hit rate 0.36% among 360,000 | inhibition, % at 20 µM | AID 602244 | CHO-K1 PathHunter CXCR6 beta-arrestin, luminescence; in the data active = inhibition above about 34%, passing the limit was not always enough;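 note: antagonist mode with CXCL16 agonist at 10 nM final; 0% = 10 nM CXCL16 with DMSO and 100% = unstimulated wells without agonist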
Target sequence (O00574 whole entry, looked up): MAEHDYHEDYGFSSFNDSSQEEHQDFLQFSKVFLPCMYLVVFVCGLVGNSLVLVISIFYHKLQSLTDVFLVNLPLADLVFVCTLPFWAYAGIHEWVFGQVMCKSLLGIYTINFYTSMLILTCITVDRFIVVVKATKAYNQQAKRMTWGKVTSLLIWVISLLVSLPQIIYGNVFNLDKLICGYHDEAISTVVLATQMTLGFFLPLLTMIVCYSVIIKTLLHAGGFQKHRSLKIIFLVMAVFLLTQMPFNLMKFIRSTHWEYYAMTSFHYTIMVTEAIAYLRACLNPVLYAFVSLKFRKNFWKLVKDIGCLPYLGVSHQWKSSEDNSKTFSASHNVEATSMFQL
TIM10 inh: TIM10 yeast growth inhibition. S. cerevisiae TIM10 strain growth, BacTiter-Glo luminescence, 24 h. inhibition, % at 10 µM. hit rate 1.4% among 330,000;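 active = inhibition of 40% or more at the single tested concentration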;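 note: wild-type TIM10 isogenic control strain grown at permissive 25 °C; 0% = DMSO yeast wells and 100% = minimal medium wells without yeast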
APJ agonist: APJ receptor agonism; AID 2520; CHO-K1 APJ PathHunter beta-arrestin, luminescence; 0% DMSO wells, 100% apelin; activation, % at 20 µM; hit rate 0.11% among 330,000;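 active = activation more than six SD over the plate average, tested at 20 µM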;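 note: 0% = DMSO alone and 100% = apelin-13 at 10 nM; some results filed as inactive read as strong as hits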
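Material: engineered CHO-K1 APJ arrestin reporter cells; amount: 1000 CHO-K1 reporter cells seeded per well; incubation: compound stimulation 90 min at 25 °C, detection 60 min; signal: luminescent beta-gal fragment complementation, chemiluminescent substrate; read-out basis: APJ agonist activity; controls: DMSO-only wells as negative, 10 nM Apelin-13 as positive control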
tim23-1 inh: inhibits growth of tim23-1 mutant yeast. S. cerevisiae tim23-1 growth, BacTiter-Glo luminescence, 24 h. inhibition, % at 20 µM. hit rate 1.3% among 330,000. AID 463212;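 active = growth inhibition of the mutant yeast at or above 50%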;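 note: temperature-sensitive mutant grown at 25 °C; plate controls were DMSO-treated mutant yeast for no effect and medium wells lacking yeast for full effect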
Numbers without * were called inactive. Not all compounds are listed; count on the stated rates, not on these rows.

Screening C=C(NS(=O)(=O)c1ccc(C)cc1)C(=O)OC returned UPR CHOP act 1.8, tim10-1 inh -1, XBP1 UPR activ 3, Mdm2 MdmX PPI -3, CXCR6 inh 2, TIM10 inh -9 and tim23-1 inh 18.
`O=C(CSc1nnnn1-c1ccccc1)Nc1ncc(Cc2cc(Cl)ccc2Cl)s1` gave UPR CHOP act 0.6, tim10-1 inh -8, APJ antag 3, XBP1 UPR activ 0, Mdm2 MdmX PPI 38, CXCR6 inh -2, TIM10 inh -5, APJ agonist 9 and tim23-1 inh -29.
Clc1ccc(CNC23CN4CN(CN(C4)C2)C3)c(Cl)c1 was read as UPR CHOP act -1.5, tim10-1 inh 1, APJ antag -29, XBP1 UPR activ -1, Mdm2 MdmX PPI -7, CXCR6 inh 7, TIM10 inh 5, APJ agonist -3 and tim23-1 inh 0.
Screening COc1ccc(NC2=C(Cl)C(=O)N(CCc3ccccc3)C2=O)c(OC)c1 returned UPR CHOP act 4.6, tim10-1 inh 20, APJ antag 2, XBP1 UPR activ 1, Mdm2 MdmX PPI -35, CXCR6 inh 8, TIM10 inh 21, APJ agonist -11 and tim23-1 inh 23.
`O=C1CC(c2ccc(O)cc2)Oc2cc(O)cc(O)c21` (stereo not given) gave UPR CHOP act 1.7, tim10-1 inh 2, APJ antag 8, XBP1 UPR activ 2, Mdm2 MdmX PPI -4, CXCR6 inh -2, TIM10 inh 13, APJ agonist 1 and tim23-1 inh -3.
Screening CCn1c(SCC(=O)Nc2ccc3c(c2)OCO3)nnc1C(C)C returned UPR CHOP act 2.9, tim10-1 inh -11, APJ antag 12, XBP1 UPR activ -3, Mdm2 MdmX PPI -1, CXCR6 inh 0, TIM10 inh 4, APJ agonist -2 and tim23-1 inh 6.
Screening Cc1cc2n(c(=O)c1C#N)CCCN2c1cccc(Cl)c1 returned UPR CHOP act -2.6, tim10-1 inh 16, APJ antag -5, XBP1 UPR activ 1, Mdm2 MdmX PPI 10, CXCR6 inh 6, TIM10 inh 1, APJ agonist -1 and tim23-1 inh 3.
Screening CCOC(=O)N/N=C1\CCc2ccccc21 returned UPR CHOP act 3.7, tim10-1 inh -9, APJ antag -10, XBP1 UPR activ 1, Mdm2 MdmX PPI -36, CXCR6 inh 2, TIM10 inh -10, APJ agonist -3 and tim23-1 inh -4.
O/N=C1/C2C3CC4C5C3C1C5C1(OCCO1)C42 (stereo not given) was read as UPR CHOP act 3.1, tim10-1 inh 10, APJ antag -4, XBP1 UPR activ 1, Mdm2 MdmX PPI -6, CXCR6 inh 1, TIM10 inh -17, APJ agonist -3 and tim23-1 inh 15.
For COc1ccc([C@H]2CC(=O)C=C(c3ccc(OC)nc3)C2)cc1 the results were UPR CHOP act -0.9, tim10-1 inh 17, APJ antag 6, XBP1 UPR activ -2, Mdm2 MdmX PPI 6, CXCR6 inh -2, TIM10 inh 13, APJ agonist -3 and tim23-1 inh 23.
For O=C(CCCC(=O)N/N=C\c1ccccn1)N/N=C\c1ccccn1 the results were UPR CHOP act -1.4, tim10-1 inh -6, APJ antag -2, XBP1 UPR activ -4, Mdm2 MdmX PPI 13, CXCR6 inh 3, TIM10 inh 2, APJ agonist -1 and tim23-1 inh -1.
O=C(NCc1ccccc1Cl)c1cccc(NC2=NC3CS(=O)(=O)CC3S2)c1 (stereo not given) was read as UPR CHOP act 0.1, tim10-1 inh 4, APJ antag 12, XBP1 UPR activ -1, Mdm2 MdmX PPI 3, CXCR6 inh -6, TIM10 inh 2, APJ agonist -1 and tim23-1 inh 9.
Screening CC(NC(=O)c1ccccc1F)c1nnc(SCC(=O)NC2=NCCS2)n1C (stereo not given) returned UPR CHOP act -1.7, tim10-1 inh 1, APJ antag 6, XBP1 UPR activ -4, Mdm2 MdmX PPI 17, CXCR6 inh -12, TIM10 inh -1, APJ agonist -3 and tim23-1 inh 16.
`CCNc1oc(-c2ccc(OC)cc2)nc1S(=O)(=O)c1ccc(Br)cc1` gave UPR CHOP act 0.3, tim10-1 inh 7, APJ antag 13, XBP1 UPR activ -1, Mdm2 MdmX PPI 8, CXCR6 inh 4, TIM10 inh -4, APJ agonist -5 and tim23-1 inh -2.
Screening CCOC(=O)C1=CC[C@H]2c3c(c4ccc(OC)cc4n3C)C(=O)C1N2S(=O)(=O)c1ccc(C)cc1 returned UPR CHOP act 0.0, tim10-1 inh 2, APJ antag -3, XBP1 UPR activ 0, Mdm2 MdmX PPI 35, CXCR6 inh 8, TIM10 inh 9, APJ agonist 1 and tim23-1 inh 3.
For O=C(c1ccco1)c1cn(CC(=O)N2CCCCC2)c2ccccc12 the results were UPR CHOP act 0.6, tim10-1 inh 10, APJ antag 32, XBP1 UPR activ -3, Mdm2 MdmX PPI 6, CXCR6 inh 3, TIM10 inh 12, APJ agonist 1 and tim23-1 inh 1.
For CCC(C)[C@H](NC(=O)NCc1ccc(S(N)(=O)=O)cc1)C(=O)OC (stereo not given in full) the results were UPR CHOP act -2.1, tim10-1 inh 4, APJ antag -12, XBP1 UPR activ 0, Mdm2 MdmX PPI 15, CXCR6 inh 12, TIM10 inh 8, APJ agonist -4 and tim23-1 inh -1.
For CCC(C)Sc1ccc([C@H]2N[C@@](C)(C(=O)OC)[C@H]3C(=O)N(C)C(=O)[C@@H]23)cc1 (stereo not given in full) the results were UPR CHOP act 0.0, tim10-1 inh 6, APJ antag 13, XBP1 UPR activ 0, Mdm2 MdmX PPI 17, CXCR6 inh -3, TIM10 inh 3, APJ agonist -3 and tim23-1 inh 7.
Screening Cc1c(CN2CCCCC2)c(O)n(CCCO)c(=O)c1C#N returned UPR CHOP act -1.5, tim10-1 inh -1, APJ antag -34, XBP1 UPR activ 0, Mdm2 MdmX PPI 14, CXCR6 inh -9, TIM10 inh 6, APJ agonist 2 and tim23-1 inh 4.
`CCCCOC(=O)C1Cc2ccccc2C(=O)O1` (stereo not given) gave UPR CHOP act -1.7, tim10-1 inh 7, APJ antag 8, XBP1 UPR activ 0, Mdm2 MdmX PPI 8, CXCR6 inh 3, TIM10 inh 6, APJ agonist -2 and tim23-1 inh 5.
`OCC1(Cc2ccc(F)cc2F)CCCN(Cc2ccc(Cl)cc2)C1` (stereo not given) gave UPR CHOP act -1.2, tim10-1 inh -11, APJ antag -3, XBP1 UPR activ -2, Mdm2 MdmX PPI 1, CXCR6 inh -1, TIM10 inh 8, APJ agonist 3 and tim23-1 inh 20.
O=C(Cn1cnc2ccccc2c1=O)N1CCN(Cc2ccc3c(c2)OCO3)CC1 was read as UPR CHOP act -2.6, tim10-1 inh -7, APJ antag -8, XBP1 UPR activ -3, Mdm2 MdmX PPI 12, CXCR6 inh 5, TIM10 inh -18, APJ agonist -2 and tim23-1 inh -10.
For C=CCn1c(SCC(=O)NC(=O)NCc2ccco2)nc2sc(CC)cc2c1=O the results were UPR CHOP act 0.5, tim10-1 inh 20, APJ antag -6, XBP1 UPR activ -2, Mdm2 MdmX PPI 12, CXCR6 inh 6, TIM10 inh 0, APJ agonist -2 and tim23-1 inh -16.
Screening CCOc1cc2c3c(c1)C1(C(=O)N3C(C)(C)C=C2C)C(C#N)=C(N)Oc2cc(O)ccc21 (stereo not given) returned UPR CHOP act -0.6, tim10-1 inh 28, APJ antag 2, XBP1 UPR activ -2, Mdm2 MdmX PPI 29, CXCR6 inh 8, TIM10 inh 23, APJ agonist 0 and tim23-1 inh 21.
`O=C(N/N=C/c1cnc(N2CCCCC2)s1)c1ccc(C(F)(F)F)cc1` gave UPR CHOP act -0.5, tim10-1 inh 23, APJ antag 11, XBP1 UPR activ -2, Mdm2 MdmX PPI 69*, CXCR6 inh 11, TIM10 inh 14, APJ agonist 0 and tim23-1 inh 18.
Screening COc1cccc(CCc2nnc(CCC(=O)NCCC3CCCCO3)o2)c1 (stereo not given) returned UPR CHOP act 0.9, tim10-1 inh 0, APJ antag 0, XBP1 UPR activ -2, Mdm2 MdmX PPI 20, CXCR6 inh -10, TIM10 inh 1, APJ agonist -2 and tim23-1 inh 3.
Screening CCCN1CCC(NC(=S)Nc2ccc([N+](=O)[O-])cc2)CC1 returned UPR CHOP act -1.0, tim10-1 inh -24, APJ antag 5, XBP1 UPR activ 0, Mdm2 MdmX PPI -2, CXCR6 inh -2, TIM10 inh -2, APJ agonist -3 and tim23-1 inh 1.
Screening C=CCOc1ccc(/C(O)=C2/C(=O)C(=O)N(CCCn3ccnc3)C2c2ccco2)cc1 (stereo not given) returned UPR CHOP act 0.0, tim10-1 inh 12, APJ antag 3, XBP1 UPR activ 7, Mdm2 MdmX PPI -2, CXCR6 inh 6, TIM10 inh 5, APJ agonist 1 and tim23-1 inh 6.
Screening COc1ccc(CCNc2c([N+](=O)[O-])ncn2C)cc1OC returned UPR CHOP act -2.4, tim10-1 inh 8, APJ antag 1, XBP1 UPR activ -2, Mdm2 MdmX PPI -9, CXCR6 inh -10, TIM10 inh 4, APJ agonist -2 and tim23-1 inh 6.
CCc1nc(NCc2ccco2)c2oc3ccccc3c2n1 was read as UPR CHOP act -0.1, tim10-1 inh 24, APJ antag -4, XBP1 UPR activ -2, Mdm2 MdmX PPI -6, CXCR6 inh 3, TIM10 inh 20, APJ agonist -2 and tim23-1 inh 10.
Screening CN(CC(=O)Nc1ccc(Cl)c(C(F)(F)F)c1)C(=O)c1cccc2cccnc12 returned UPR CHOP act -1.2, tim10-1 inh 19, APJ antag -8, XBP1 UPR activ -4, Mdm2 MdmX PPI -1, CXCR6 inh 2, TIM10 inh 3, APJ agonist 0 and tim23-1 inh 27.
`COc1ccccc1NC(=O)c1ccc(NC(=O)c2cc3c(s2)CCC3)cc1` gave UPR CHOP act 1.5, tim10-1 inh 9, APJ antag 3, XBP1 UPR activ -3, Mdm2 MdmX PPI 23, CXCR6 inh -6, TIM10 inh 1, APJ agonist 0 and tim23-1 inh -1.
`CCN(CC)CCCN1C(=O)c2oc3ccccc3c(=O)c2C1c1cccc(OC)c1OC` (stereo not given) gave UPR CHOP act -1.2, tim10-1 inh 10, APJ antag -14, XBP1 UPR activ -4, Mdm2 MdmX PPI 27, CXCR6 inh -3, TIM10 inh 7, APJ agonist -4 and tim23-1 inh 21.
Clc1ccc2c(c1)C=Nc1c(NCc3ccccc3)ncnc1O2 was read as UPR CHOP act -1.1, tim10-1 inh -2, APJ antag 8, XBP1 UPR activ 0, Mdm2 MdmX PPI 16, CXCR6 inh 5, TIM10 inh -34, APJ agonist -3 and tim23-1 inh -15.
